RAM inhibit: yeast RAM network inhibition. S. cerevisiae dse1pr::URA3 reporter, 5-FOA growth OD615, 2 d; analog-sensitive cbk1-as2 kinase mutant strain. inhibition, % at 50 µM. 1.8% of 190,000 active;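 active = inhibition above a set limit, 3 SD over mean compound inhibition, cut at about 8.4% in these data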;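 note: 0% = DMSO-only wells with no growth and 100% = 10 µM 1-NA-PP1 full growth; inhibition rescues growth on 5-FOA so higher OD means more RAM inhibition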
bIAP inhibitor: intestinal alkaline phosphatase (bovine) inhibition | purified bovine IAP, CDP-star luminescence, 30 min | inhibition, % at 20 µM | 190,000 tested, under 10 active | AID 1019;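 active = over 50% inhibition of intestinal alkaline phosphatase at 20 µM in the single-dose screen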
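System: purified bovine intestinal alkaline phosphatase (IAP) enzyme; Input: IAP diluted 1/65,000,000 in the well; Measured by: CDP-star luminescence signal; Compound dosing: 20 µM single dose; Incubation: 30 min reaction at room temperature.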
FLuc inh counter: Photinus pyralis luciferase inhibition counter-screen; ATPLite firefly luciferase biochemical luminescence, 10 min; inhibition, % at 10 µM; 1.5% of 200,000 active;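 active = inhibition above about 50% when tested at 10 µM, limit read from the data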
Target sequence (P08659 whole entry, looked up): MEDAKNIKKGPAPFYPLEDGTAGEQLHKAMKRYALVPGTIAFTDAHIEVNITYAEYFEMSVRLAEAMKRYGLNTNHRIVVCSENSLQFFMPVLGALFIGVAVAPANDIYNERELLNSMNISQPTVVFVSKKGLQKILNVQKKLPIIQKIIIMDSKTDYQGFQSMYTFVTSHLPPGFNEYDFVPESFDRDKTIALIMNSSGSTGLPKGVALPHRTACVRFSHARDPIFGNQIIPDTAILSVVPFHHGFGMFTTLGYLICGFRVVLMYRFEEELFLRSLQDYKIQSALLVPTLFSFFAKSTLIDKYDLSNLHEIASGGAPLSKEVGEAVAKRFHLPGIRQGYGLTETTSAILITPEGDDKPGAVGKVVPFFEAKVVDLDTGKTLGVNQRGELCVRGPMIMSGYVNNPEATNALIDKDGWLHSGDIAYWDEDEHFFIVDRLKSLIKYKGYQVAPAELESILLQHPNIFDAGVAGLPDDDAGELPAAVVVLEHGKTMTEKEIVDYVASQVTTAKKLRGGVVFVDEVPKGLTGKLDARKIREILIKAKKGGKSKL
L major viab: reduces viability of Leishmania major promastigotes; resazurin fluorescence viability; inhibition, % at 10 µM; 9% of 200,000 active; in the data active = inhibition above about 50%;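 note: promastigotes grown with compound for 44 hours at 28 °C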
bIAP act: increases bovine intestinal alkaline phosphatase activity. purified bovine IAP, CDP-star luminescence, 30 min; hits give high values; fold of DMSO-control signal, blank-subtracted. activation factor at 20 µM. 0.17% of 200,000 active. AID 1016;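 active = activation factor of 2 or more at 20 µM, a signal rise over negative controls twice the positive control's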
TNAP inh hi DEA: blocks human TNAP under high phosphate acceptor concentration. P05186. purified TNAP, CDP-star luminescence, 1 M DEA. inhibition, % at 20 µM. 0.03% of 200,000 active;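 active = over 50% inhibition of tissue-nonspecific alkaline phosphatase at 20 µM in the single-dose screen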;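 note: plate controls were DMSO wells for no effect and EDTA-quenched wells as full inhibition for full effect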
TNAP inh no acc: inhibitors of human TNAP without phosphate acceptor; P05186; purified TNAP, CDP-star luminescence, 30 min; inhibition, % at 20 µM; 0.26% of 200,000 active; AID 1012;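 active = tissue-nonspecific alkaline phosphatase inhibition above about 50% at 20 µM in the single-dose screen, limit read from the data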;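 note: 0% = DMSO negative control and 100% = EDTA positive control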
FLuc act counter: affects firefly luciferase, flagging false hits in luciferase stimulation screens | ATPlite luciferase biochemical, luminescence, 10 min; 0 = ATP-free wells, 1 = DMSO control | activation factor at 10 µM | P08659 | 200,000 tested, under 10 active | AID 1027;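 active = luciferase activation factor, scaled between plate controls, of at least 2 with compound at 10 µM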
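Assay system: Luciferase/luciferin detection reagent, cell-free biochemical luciferase assay / Read-out: luciferase activation / Benchmarks: No-ATP low control, compound-free enzyme-plus-ATP high control / Medium: PBS buffer for ATP / Detection: luminescence measurement of luciferase light output / Schedule: 10 min at ambient temperature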
APP 5UTR inh: APP translation inhibition; 0.82% of 190,000 active; SH-SY5Y APP 5'UTR-luciferase reporter, luminescence; inhibition, % at 2 µM;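 active = inhibition above a set limit, derived from the sample mean plus 3 SD, cut at about 45% in these data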; note: values of inactives mirror those of a sister screen read the other way
TNAP act hiacc: increases human TNAP activity under high phosphate acceptor concentration; activation factor at 20 µM; 200,000 tested, under 10 active; purified TNAP, CDP-star luminescence, 1 M DEA, 30 min; hits give high values; 0 = EDTA background, 1 = DMSO-only activity; AID 1136;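 active = activation factor at least 2 at 20 µM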
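Control set: EDTA negative control, DMSO positive control / Assay system: human TNAP / Quantity: TNAP 1/800 final / Evaluation: TNAP activation factor scaled between EDTA and DMSO control wells / Measured by: luminescent substrate turnover signal / Compound dosing: one dose, 20 µM / Times: 30 min enzyme reaction at room temperature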
* = called active by the depositor; x = not tested or not shown; & = joins results of further samples.

Start of the listing, in advance, 7 compounds:
1: COCCCN1C(=O)C(=O)/C(=C(/O)c2ccc(OC)cc2)C12C(=O)N(C)c1ccccc12 (stereo not given)
2: CC(=O)N1CCN(S(=O)(=O)c2ccc(S(=O)(=O)NC3CC3)cc2)CC1
3: COCCN=C1NN=C(c2cc(C)n(CC3CCCO3)c2C)CS1 (stereo not given)
4: CC1(C)Cc2ccccc2-c2nnc(-c3ccccn3)n21
5: CCOc1ccc(NC2OC(CO)C(O)C(O)C2O)c([N+](=O)[O-])c1 (stereo not given)
6: CCc1nc(OCc2ccccc2)c2sc3nc4c(cc3c2n1)COC(C)(C)C4
7: CCOC(=O)c1sc(N(Cc2ccccc2)C(=O)CSc2nnc(C3CC3)n2N)nc1C

Screen / compound no.	1	2	3	4	5	6	7
RAM inhibit	1.4	2.3	1.9	0.3	3.3	3.5	-1.2
bIAP inhibitor	-9	9	-5	-2	-3	9	15
FLuc inh counter	0	-12	25	6	-3	-1	-9
L major viab	-4	-4	-5	-2	-2	4	-7
bIAP act	1.1	0.9	1	1	1	0.9	0.9
TNAP inh hi DEA	1	-8	3	2	9	-1	-8
TNAP inh no acc	-12	-9	-8	-4	11	-12	2
FLuc act counter	1	1.1	0.8	0.9	1	1	1.1
APP 5UTR inh	-23	18	-6	-10	8	6	6
TNAP act hiacc	1	1.1	1	1	0.9	1	1.1

This part in full, repeating the preview:
1: COCCCN1C(=O)C(=O)/C(=C(/O)c2ccc(OC)cc2)C12C(=O)N(C)c1ccccc12 (stereo not given)
2: CC(=O)N1CCN(S(=O)(=O)c2ccc(S(=O)(=O)NC3CC3)cc2)CC1
3: COCCN=C1NN=C(c2cc(C)n(CC3CCCO3)c2C)CS1 (stereo not given)
4: CC1(C)Cc2ccccc2-c2nnc(-c3ccccn3)n21
5: CCOc1ccc(NC2OC(CO)C(O)C(O)C2O)c([N+](=O)[O-])c1 (stereo not given)
6: CCc1nc(OCc2ccccc2)c2sc3nc4c(cc3c2n1)COC(C)(C)C4
7: CCOC(=O)c1sc(N(Cc2ccccc2)C(=O)CSc2nnc(C3CC3)n2N)nc1C
8: CCSc1nnc(NC(=O)c2ccc(C)cc2)s1

Screen / compound no.	1	2	3	4	5	6	7	8
RAM inhibit	1.4	2.3	1.9	0.3	3.3	3.5	-1.2	1.3
bIAP inhibitor	-9	9	-5	-2	-3	9	15	15
FLuc inh counter	0	-12	25	6	-3	-1	-9	22
L major viab	-4	-4	-5	-2	-2	4	-7	-5
bIAP act	1.1	0.9	1	1	1	0.9	0.9	0.9
TNAP inh hi DEA	1	-8	3	2	9	-1	-8	-3
TNAP inh no acc	-12	-9	-8	-4	11	-12	2	-14
FLuc act counter	1	1.1	0.8	0.9	1	1	1.1	0.8
APP 5UTR inh	-23	18	-6	-10	8	6	6	-99
TNAP act hiacc	1	1.1	1	1	0.9	1	1.1	1

9: O=C1CC(c2cccc([N+](=O)[O-])c2)c2ccc3ccccc3c2N1 (stereo not given)
10: Cc1ccccc1N1CC(c2nc3ccccc3[nH]2)CC1=O (stereo not given)
11: O=C(C1=C[C@@H](c2csc3ccccc23)C[C@@H](OCCCCO)O1)N1CCN(Cc2ccc3c(c2)OCO3)CC1
12: O=C(CC1NCCc2ccccc21)Nc1ccccc1Cl (stereo not given)
13: CC(=O)c1cccc(NC(=O)Nc2ccc(C)cc2)c1
14: Cc1noc(C)c1C(=O)NCCCN1CCCC1=O
15: NC(=O)C(Cc1ccccc1)NS(=O)(=O)c1ccc(N2CCCC2=O)cc1 (stereo not given)
16: Nc1c(O)ccc2c1C(=O)c1ccccc1C2=O

Screen / compound no.	9	10	11	12	13	14	15	16
RAM inhibit	1.9	-0.1	-0.8	-0.1	1.1	0.3	0.9	3.0
bIAP inhibitor	1	-1	-9	5	0	17	8	-2
FLuc inh counter	-4	-7	-3	-8	37	-6	-5	39
L major viab	31	1	23	-3	-4	-3	-7	-1
bIAP act	1	1	1.1	1	1	0.8	0.9	1
TNAP inh hi DEA	1	-6	-3	-7	-8	-2	-5	24
TNAP inh no acc	-4	-17	-3	-9	-14	-12	-13	32
FLuc act counter	1	1.1	1	1.1	0.6	1.1	1.1	0.6
APP 5UTR inh	1	-5	6	2	-89	-29	2	-11
TNAP act hiacc	1	1.1	1	1.1	1.1	1	1	0.8

17: CCC(=O)N1CCN(c2ccccc2NC(=O)c2ccc(OC)c(Cl)c2)CC1
18: CC1CCCN(C2=C(Cl)C(=O)N(c3cccc(Cl)c3)C2=O)C1 (stereo not given)
19: Cc1ccc(C(O)(C(=O)NNc2ccc3ccccc3n2)c2ccc(C)cc2)cc1
20: CC1(c2ccc(C#N)cc2)NC(=O)N(CC(=O)Nc2cc(S(=O)(=O)N3CCOCC3)ccc2Cl)C1=O (stereo not given)
21: CC(=O)c1ccc(Nc2ncnc3c2oc2ccccc23)cc1
22: COc1ccc2[nH]c(=O)c(CN(CC3CCCO3)C(=O)Nc3ccc(F)cc3)cc2c1 (stereo not given)
23: O=c1oc2c(-c3cccc(F)c3)cc(O)cc2s1
24: O=C(Cn1c(=O)n(CC2CCCO2)c(=O)c2ccccc21)N1CCN(c2ccccc2)CC1 (stereo not given)

Screen / compound no.	17	18	19	20	21	22	23	24
RAM inhibit	3.5	10*	1.3&0.6	0.9	0.8	5.7	2.2	1.0
bIAP inhibitor	11	-71	36&2	-15	-5	3	-4	3
FLuc inh counter	-6	-2	-3&-1	-2	-4	-4	-5	-8
L major viab	-2	23	38&21	1	1	18	-13	-6
bIAP act	0.9	1.7	0.6&1	1.2	1.1	1	1	1
TNAP inh hi DEA	-4	-2	-5&-2	2	0	-5	2	-6
TNAP inh no acc	-6	-8	-33&-14	0	-6	-10	-7	-14
FLuc act counter	1.1	1	1&1	1	1	1	1	1.1
APP 5UTR inh	15	-3	5	-7	-21	11	-23	-9
TNAP act hiacc	1	1	1.1&1	1	1	1	1	1.1

25: Cc1cccc(Cc2nnc(CCC(=O)N3CCCCC3c3nccs3)o2)c1 (stereo not given)
26: CC(=O)NC(Cc1cccc(C)c1)C(=O)NC1CCN(C(=O)c2ccc([N+](=O)[O-])cc2)CC1 (stereo not given)
27: CCC(C)(C)NC(=O)C(c1ccccn1)N(C(=O)c1csnn1)C1CCCCC1 (stereo not given)
28: N#CC1(c2ccc(NC(=O)c3ccccc3)cc2)CCCC1
29: Cc1ccc2cccc(NC(=O)C(F)(F)F)c2n1
30: Cc1ccc(NC(=O)COc2ccc(C3SCCS3)cc2)cc1
31: Cc1ccc(OCC(=O)NNC(=O)C2CCN(c3nccc(C)n3)CC2)cc1
32: Cc1cccc(-n2nc(C)c3c(C(=O)O)cc(-c4cccs4)nc32)c1

Screen / compound no.	25	26	27	28	29	30	31	32
RAM inhibit	1.0	1.9	1.0	3.9	x	5.7	0.1	1.5
bIAP inhibitor	-2	1	-12	7	4	4	-22	-5
FLuc inh counter	-3	-4	1	61*	3	-7	-5	-6
L major viab	-3	-3	-3	-3	-3	-4	0	-1
bIAP act	1	1	1.1	0.9	1	1	1.2	1
TNAP inh hi DEA	-2	0	-4	-5	2	3	-4	-5
TNAP inh no acc	-8	-19	-8	-7	4	5	-169	-17
FLuc act counter	1	1	1	0.4	1	1.1	1.1	1.1
APP 5UTR inh	7	-9	-44	-108	-7	5	10	4
TNAP act hiacc	1	1	1	1.1	1	1	1	1.1

33: COc1ccc(-c2[nH]ncc2/C=N/NC(=O)c2cccc([N+](=O)[O-])c2)cc1OC
34: COC(=O)c1ccc(CNC(=O)COC(=O)c2ccc(N(C)C)cc2)cc1
35: COc1ccc(-n2c(-c3ccccc3)nc(=S)c3c2CCCC3)cc1
36: COc1ccc(CNC(=O)c2ccccc2SC)cc1
37: CCCC(C(=O)NCc1ccc(OC)cc1)N(Cc1ccco1)C(=O)c1snc(C(N)=O)c1N (stereo not given)
38: Cc1csc(Cn2c(CN(C)C)nc3ccccc3c2=O)n1
39: COC(=O)c1cc2c(C)[nH]c(C)c2cc(C(=O)OC)c1=O
40: COc1ccc(NC(=O)N2CCCCC2)cc1

Screen / compound no.	33	34	35	36	37	38	39	40
RAM inhibit	1.5	2.2	2.2	1.3	2.7	0.9	2.1	1.6
bIAP inhibitor	-30	-18	8	16	4	2	20	10
FLuc inh counter	-1	-2	-10	1	-10	-2	-8	2
L major viab	-3	1	-2	-4	-5	-3	1	-5
bIAP act	1.3	1.2	0.9	0.8	1	1	0.8	0.9
TNAP inh hi DEA	0	-5	-1	1	-8	0	0	-4
TNAP inh no acc	-77	2	-5	-7	-10	-5	-8	-12
FLuc act counter	1	1	1.1	1	1.1	1	1.1	1
APP 5UTR inh	-4	-16	-1	0	-9	16	-14	0
TNAP act hiacc	1	1	1	1	1.1	1	1	1

41: CCO[C@@H]1OC(C(=O)N2CCN(Cc3ccccc3)CC2)=C[C@H](C2CC2)[C@H]1CCCO
42: CCCn1c(SCC(=O)NCc2ccco2)nc2c1c(=O)n(C)c(=O)n2C
43: CSc1ccc(C(=O)C2CCCN(C(=O)Cc3nonc3C)C2)cc1 (stereo not given)
44: COC(=O)C1=C(C)N=C2SCCC(=O)N2C1c1cccs1 (stereo not given)
45: CCc1c(C)nc2ccc(Br)cc2c1SCCC#N

Screen / compound no.	41	42	43	44	45
RAM inhibit	0.6	1.6	0.2	1.7	0.1
bIAP inhibitor	-15	8	-13	11	18
FLuc inh counter	-3	-12	-7	-1	-6
L major viab	-9	-3	0	2	9
bIAP act	1.1	0.9	1.1	0.9	0.8
TNAP inh hi DEA	-8	-8	-2	-2	-3
TNAP inh no acc	-13	-11	-5	-10	-6
FLuc act counter	1	1.1	1.1	1	1.1
APP 5UTR inh	-24	-6	17	4	6
TNAP act hiacc	1.1	1.1	1	1	1
